S1P3 antagonist – S1P3 receptor antagonists, primary screen, cell-based; Sphingosine 1-phosphate receptor 3 (Homo sapiens), Q99500; CHO S1P3 NFAT-BLA reporter, FRET fluorescence, antagonist mode; inhibition, % at 4.98 µM; 0.27% of 170,000 active;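 active = inhibition above the plate cutoff, the mean inhibition of test wells on that plate plus 3 SD, cut at about 28% in these data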;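 also: cells challenged with S1P at its EC80 of 0.8 µM; blue over green emission ratio from cleaved BLA substrate after 4 h stimulation; 0% = S1P-stimulated wells and 100% = unstimulated DMSO-only wells; some compounds past the cut are filed as inactive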
PPARg SRC-1 ag – PPARgamma agonists recruiting SRC-1 coactivator, primary screen, biochemical. Peroxisome proliferator-activated receptor gamma (Homo sapiens), P37231. PPARgamma-SRC-1 coactivator recruitment biochemical assay. activation, % at 8 µM. 0.41% of 200,000 active. AID 631, 2007; in the data active = activation above about 19%;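 also: 0% = DMSO and 100% = reference agonist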
Target sequence (P37231 whole entry, looked up): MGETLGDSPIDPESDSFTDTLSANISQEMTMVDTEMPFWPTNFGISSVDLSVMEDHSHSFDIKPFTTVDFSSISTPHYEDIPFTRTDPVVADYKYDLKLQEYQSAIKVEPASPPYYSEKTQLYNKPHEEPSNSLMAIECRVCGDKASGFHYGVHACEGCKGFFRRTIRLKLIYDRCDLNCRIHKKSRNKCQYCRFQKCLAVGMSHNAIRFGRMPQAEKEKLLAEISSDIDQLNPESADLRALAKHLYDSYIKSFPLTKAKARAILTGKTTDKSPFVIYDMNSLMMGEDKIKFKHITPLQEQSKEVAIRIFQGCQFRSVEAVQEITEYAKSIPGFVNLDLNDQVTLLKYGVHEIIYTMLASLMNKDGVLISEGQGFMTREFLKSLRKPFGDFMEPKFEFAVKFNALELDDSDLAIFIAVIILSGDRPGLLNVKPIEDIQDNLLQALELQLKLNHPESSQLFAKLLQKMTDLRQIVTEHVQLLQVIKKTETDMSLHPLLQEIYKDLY
STAT3 blocker – IL-6 driven STAT3 reporter inhibitors, primary screen, U3A cells, luciferase, luminescence, MLSCN library; inhibition, % at 5.5 µM; AID 862, 2007; IL-6 STAT3-luciferase reporter; host cell line lacks STAT1; 0.89% of 190,000 active;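 active = inhibition above the mean inhibition across all screened compounds plus 3 SD, cut at about 44% in these data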;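 also: 0% = DMSO only wells and 100% = 100 µM nifuroxazide control wells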
TLR4-MyD88 BLA – inhibitors of TLR4-MyD88 association in cells, primary screen, cell-based, HeLa CL3-4, BLA complementation, FRET ratio. inhibition, % at 8.4 µM. Toll-like receptor 4 (Homo sapiens) + Myeloid differentiation primary response protein …. HeLa CL3-4 TLR4/MyD88 BLA complementation. 0.18% of 200,000 active; in the data active = inhibition above about 25%;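 also: 0% = vehicle and 100% = reference inhibitor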
STAT3 act – IL-6 driven STAT3 reporter potentiators, primary screen, U3A cells, luciferase, luminescence, MLSCN library | IL-6 STAT3-luciferase reporter; 100% = signal with IL-6 EC80 alone | activation (% of control), % at 5.6 µM | 0.91% of 190,000 active;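 active = activation above the screen-wide mean of compound activation plus 3 SD, cut at about 130% in these data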;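 also: 0% = background luminescence of wells with medium and substrate only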
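System – human U3A cells carrying STAT3-luciferase construct · Probe or stimulus – Interleukin-6, 33 ng/mL · Schedule – compound 1 h, then IL-6 6 h at 37 °C · Signal – luminescence from STAT3-driven luciferase reporter · Evaluation – percent of IL-6-only median luminescence · Benchmarks – IL-6-only high control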
ROMK mod – ROMK potassium channel modulators, primary screen, cell-based, thallium flux, MLSMR library. ATP-sensitive inward rectifier potassium channel 1 (Homo sapiens), P48048. 2% of 130,000 active. Tet-inducible ROMK, thallium flux fluorescence; actives lie on both sides. B-score at 10 µM;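 active = signal ratio slope over the read window, or its plate-corrected B-score, at least 3 SD from the plate mean, either direction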;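 also: B-score of the F/F0 ratio slope over 7 to 12 s after thallium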
Target sequence (P48048 whole entry, looked up): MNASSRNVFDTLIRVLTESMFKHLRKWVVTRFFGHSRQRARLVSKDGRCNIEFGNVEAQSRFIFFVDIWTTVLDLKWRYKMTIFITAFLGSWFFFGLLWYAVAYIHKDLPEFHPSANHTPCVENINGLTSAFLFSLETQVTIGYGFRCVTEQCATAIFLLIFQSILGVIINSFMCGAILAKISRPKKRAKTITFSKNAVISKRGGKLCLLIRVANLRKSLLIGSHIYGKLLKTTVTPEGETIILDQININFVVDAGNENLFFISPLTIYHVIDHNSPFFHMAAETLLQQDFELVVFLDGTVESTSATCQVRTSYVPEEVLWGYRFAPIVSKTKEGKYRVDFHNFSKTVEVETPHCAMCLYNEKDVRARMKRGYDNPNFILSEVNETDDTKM
RAM inhibit – inhibitors of the yeast RAM network, primary screen, dse1pr::URA3 reporter, 5-FOA selection. 1.8% of 190,000 active. S. cerevisiae dse1pr::URA3 reporter, 5-FOA growth OD615, 2 d; analog-sensitive cbk1-as2 kinase mutant strain. inhibition, % at 50 µM;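 active = inhibition above a set limit, 3 SD over mean compound inhibition, cut at about 8.4% in these data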;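 also: 0% = DMSO-only wells with no growth and 100% = 10 µM 1-NA-PP1 full growth; inhibition rescues growth on 5-FOA so higher OD means more RAM inhibition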
PPARg SRC2 recr – agonists of PPARg-SRC-2 recruitment, primary screen, biochemical, HTS | Peroxisome proliferator-activated receptor gamma (Homo sapiens), P37231 | PPARgamma LBD-SRC-2 recruitment | activation, % at 8 µM | 0.34% of 200,000 active; in the data active = activation above about 22%;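 also: 0% = vehicle and 100% = reference agonist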
TR-FRET SRC-2 ct – TR-FRET signal artefacts, primary screen, artefact control for PPARgamma SRC-2 agonist project, biochemical; TR-FRET ratio at 8 µM; TR-FRET artefact counter-screen; active compounds read high; 0.4% of 200,000 active; AID 1049, 2008; in the data active = TR-FRET ratio above about 2000; also: inactives centre near 1500
STAT1 blocker – STAT1 signaling inhibitors, primary screen, cell-based, HTS, luciferase reporter | 0.35% of 200,000 active | NIH 3T3 STAT1-luciferase reporter, IFN-gamma, luminescence | inhibition, % at 5.5 µM;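 active = inhibition above a set limit, the mean inhibition across all tested compounds plus 3 SD, cut at about 34% in these data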;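 also: 0% = IFN-gamma with DMSO and 100% = IFN-gamma with 300 µM nifuroxazide; values of inactives mirror those of a sister screen read the other way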
PPARg SRC-3 ag – PPARgamma agonists recruiting SRC-3 coactivator, primary screen, biochemical | Peroxisome proliferator-activated receptor gamma (Homo sapiens), P37231 | biochemical PPARgamma/SRC-3 coactivator recruitment assay | activation, % at 8 µM | 0.26% of 200,000 active | AID 731, 2007; in the data active = activation above about 23%;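 also: 0% = DMSO and 100% = reference agonist; some compounds past the cut are filed as inactive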
The depositor's hits bear a star; / = no result given.

structure,RAM inhibit,PPARg SRC-1 ag,PPARg SRC2 recr,STAT3 act,PPARg SRC-3 ag,TR-FRET SRC-2 ct,S1P3 antagonist,STAT1 blocker,TLR4-MyD88 BLA,ROMK mod,STAT3 blocker
C#CCOC(=O)c1ccc(-n2cncn2)nc1,1.8,-3,2,86,9,1597,/,5,-2,0.78,22
O=S(=O)(c1ccc(Cl)cc1)N1CCC(N2CCCCCC2)CC1,1.4,-6,0,93,-6,1450,/,2,-3,-0.046,14
CCOC(=O)Cn1cc(/C=N/NC(=O)c2ccc(C#N)cc2F)c2ccccc21,3.9,7,2,104,2,1476,/,0,-7,-1.1,-5
Cn1c(SCc2ccc(F)cc2)nnc1-c1ccccn1,1.0,11,-2,101,0,1545,-15,-44,7,/,4
C/C(CC(=O)Nc1cccnc1)=N\NC(=O)C(=O)Nc1cccc(C)c1,2.7,8,7,96,3,1581,-11,2,2,0.94,4
Cc1sc(NC(=O)C2CCCCC2C(=O)O)c(C(N)=O)c1-c1ccc(C(C)(C)C)cc1 (stereo unspecified),3.5,3,-2,108,0,1412,/,-2,0,/,1
Cc1c(Cl)cnc(NC(=O)CSc2nnc3ccccn23)c1Cl,-0.3,6,8,110,7,1505,/,-16,-9,0.65,-11
CCCn1c(C)cc(C)c(C#N)c1=O,0.4,6,7,96,2,1580,-10,6,3,1.1,4
CCc1c(C)sc2nc(SCC(=O)Nc3cc(C)on3)n(CCOC)c(=O)c12,1.2,10,-3,95,5,1462,/,3,-14,0.85,7
CCOC(=O)C1=NN(C(=O)COc2ccccc2)C(O)(c2ccc(Cl)cc2)C1 (stereo unspecified),-0.6,4,2,98,3,1361,-9,-8,-5,-0.52,7
COc1ccc(C(=O)NCC(=O)OCC(=O)c2ccc3c(c2)NC(=O)CO3)cc1OC,3.5,7,11,96,-1,1684,-26,-1,7,0.65,12
O=C(NCc1cccnc1)c1sc2ccccc2c1Cl,0.3,1,9,94,11,1659,/,3,8,/,11
C=CCSc1nc(C)c(CC(=C)C)c(=O)[nH]1,3.6,2,1,94,0,1478,2,4,-5,0.18,12
Clc1cccc(-c2cc3nc4c(c(N5CCOCC5)n3n2)CCCC4)c1,-1.1,-1,-4,102,0,1720,/,-17,-13,-3.9*,2
Cc1ccc(NC(=S)NC(C)CCc2ccccc2)cc1C (stereo unspecified),3.6,-2,-4,97,0,1570,1,-7,-8,-1.8,2
COc1cc(OC)cc(C(=O)Nc2cccc(N3CCCC3)c2)c1,1.9,0,12,94,11,1602,30,-4,-2,-0.19,11
CCNC(=O)/C(C#N)=C/c1c(N2CC(C)OC(C)C2)nc2ccccn2c1=O (stereo unspecified),1.8,7,6,94,2,1609,-7,3,-5,-0.022,5
CCc1ccc(C(=O)COC(=O)CNC(=O)CNC(=O)Cc2ccccc2)cc1,3.3,1,0,105,9,1495,/,-15,-14,-0.026,1
CSc1ccc(CN(C)Cc2nc3cc(C(F)(F)F)ccc3c(=O)[nH]2)cc1,1.4,-5,-6,106,1,1693,-1,4,-16,0.044,-6
Cc1nn(C(C)C(=O)NCC2CCCO2)c(C)c1[N+](=O)[O-] (stereo unspecified),0.7,5,6,97,2,1632,8,-6,3,/,10
CC(=O)Nc1ccc(CN2CCN(CC=C(C)C)C(CCO)C2)cc1 (stereo unspecified),0.0,0,0,109,4,1680,-4,-3,10,/,-7
O=C1NC(=S)N(c2cccc(Cl)c2)C12CCCCC2,2.1,6,1,98,-3,1685,-10,7,-4,0.0085,4
COc1cc(C(=O)NCCC(=O)NCc2ccc3c(c2)OCO3)cc(OC)c1OC,2.8,-3,-13,102,-14,1435,-53,1,13,0.015,3
O=C(NCc1ccco1)c1cc2n(n1)C(C(F)(F)F)CC(c1ccc(Br)cc1)N2 (stereo unspecified),3.1,-1,-2,98,-5,1435,-22,-6,5,-1.4,6
O=c1oc2ccccc2c(N2CCCC2)c1CN1CCCC1,-0.1,3,11,100,0,1681,/,2,-2,0.68,0
COc1cc(/C=C/c2nc(-c3ccccc3O)n[nH]2)cc(OC)c1OC,0.1,-2,-1,96,3,1567,0,-5,-6,-0.046,3
CN(Cc1cnn(C)c1)C(=O)c1ccc(OC2CCN(CCc3ccccc3)CC2)cc1,-0.3,6,13,91,3,1725,-5,-4,-20,-0.34,15
Cc1ccc(-c2nc(N=Nc3ccc(O)cc3)n[nH]2)cc1,0.5,6,1,109,5,1611,-2,5,-4,/,-13
COc1ccccc1N1CCN(C(c2cccs2)C(C)NS(=O)(=O)c2ccccc2)CC1 (stereo unspecified),1.3,-7,0,101,-1,1468,27,-1,7,/,-2
CCn1c(=N)n(CC(=O)c2ccc(OC)c(OC)c2)c2ccccc21,0.7,4,11,92,-1,1453,/,4,-20,-0.52,10

Remaining list, next part:
structure,RAM inhibit,PPARg SRC-1 ag,PPARg SRC2 recr,STAT3 act,PPARg SRC-3 ag,TR-FRET SRC-2 ct,S1P3 antagonist,STAT1 blocker,TLR4-MyD88 BLA,ROMK mod,STAT3 blocker
COCCC(=O)NC12CC3CC(CC(C3)C1)C2,0.3,1,2,106,-8,1500,-2,2,2,/,-6
Cn1c(=O)c2c(nc(SCC(=O)c3cccs3)n2Cc2ccc(F)cc2)n(C)c1=O,1.6,-2,1,105,7,1626,-12,9,-3,/,-1
Cc1ccc(NC(=S)NCC(C)CSc2ccc(Cl)cc2)cc1 (stereo unspecified),1.5,-2,3,99,-4,1544,1,11,8,-0.37,8
CC12CCC(C(=O)Nc3ccccc3Br)(C/C1=N\O)C2(C)C (stereo unspecified),-0.8,-3,2,113,-1,1531,/,-10,4,/,-11
Cc1ccc(Nc2ncnc(N)n2)cc1,0.7,4,-2,103,-2,1723,0,1,-8,0.21,2
c1n[nH]c(NCc2ccc3c(c2)OCO3)n1,0.5,6,4,97,12,1466,-13,11,4,/,8
C=CCNc1nc(N2CCCC2)nc2ccccc12,-0.1,0,0,101,2,1558,10,8,5,/,3
C/C=C/C(=O)N1c2ccccc2C(C)=CC1(C)C,0.7,7,7,98,3,1636,-29,5,3,-0.58,8
COc1ccc(NS(=O)(=O)c2ccc3c(c2)CCC(=O)N3)c(OC)c1,1.2,-3,5,100,0,1477,-28,1,4,/,5
COc1cc(-c2nc(S(=O)(=O)c3ccc(C)cc3)c(N(C)C)o2)cc(OC)c1OC,0.0,5,-4,101,-11,1563,-16,-10,7,/,3
COc1ccc(S(=O)(=O)N(C)c2ccc(C(=O)N3CCOCC3)cc2)cc1OC,0.1,0,-1,106,-4,1525,-23,2,-3,/,-3
NNC(=O)Cn1c(-c2nonc2N)nc2ccccc21,2.3,9,-1,107,0,1638,-4,-7,-14,0.64,-7
O=c1[nH]c(CN2CCOCC2)nc2cc(Cl)ccc12,0.1,13,4,98,5,1627,-13,-2,2,0.4,5
CC(C)=C1C(=O)NN(c2ccc(F)c(Cl)c2)C1=O,1.9,9,-1,99,-1,1566,/,9,11,/,2
Cc1nc2nc(Cc3ccccc3)[nH]n2c(=O)c1Cc1ccccc1,1.9,3,18,100,17,1634,-5,8,11,/,4
C=CCN1C2CCCC1CC(NC(=O)Nc1cc(C)cc(C)c1)C2 (stereo unspecified),2.0,17,-1,96,3,1461,-16,5,-2,0.35,10
CCC1=NN(C(=O)C(=O)NCCc2ccccc2)C(O)(C(F)(F)F)C1 (stereo unspecified),4.0,-1,5,102,3,1626,/,2,-1,/,2
Cn1c(CCC(=O)OCC(=O)NCc2ccccc2Cl)nc(=O)c2ccccc21,0.8,0,6,103,5,1494,-9,2,-5,0.11,-2
CN(C)S(=O)(=O)c1ccc(S(=O)(=O)N(CC(=O)Nc2ccccc2)Cc2ccco2)cc1,6.7,19,1,97,5,1572,1,-2,7,-0.38,8
Cc1ccnc(SCCn2c(N3CCOCC3)nc3c2c(=O)n(C)c(=O)n3C)n1,/,0,5,99,0,1410,-41,4,-1,0.92,4
COc1ccc(-c2noc(C3CCCN(C(=O)CCc4ccccc4)C3)n2)cc1 (stereo unspecified),1.7,3,6,106,7,1586,-34,-7,9,/,-3
CCOc1ccccc1OCCCOc1ccc(C)cc1Cl,0.0,-9,-5,112,-10,1335,/,-7,12,/,-2
COC(=O)c1cn(C(=O)/C=C/c2ccc(OC)c(OC)c2)c2ccccc12,2.6,-3,-7,103,-2,1329,-15,-4,-14,0.3,4
CCOC(=O)C1=C(C)N=c2s/c(=C3/C(=O)Nc4ccccc43)c(=O)n2C1c1ccc(C)cc1 (stereo unspecified),4.5,0,7,116,5,1693,/,1,-12,/,-16
COc1ccc(N(CC(=O)O)S(=O)(=O)c2cccnc2)cc1,0.4,2,-9,98,-20,1596,22,5,-4,/,7
CC(=O)c1c(C)nc(-c2ccc(OCC(=O)Nc3ccc(F)cc3)cc2)n1O,2.4,-2,1,101,1,1616,-18,0,5,-0.48,6
CCCc1nc(SCC(=O)Nc2nnc(SCC)s2)c2c(=O)n(C)c(=O)n(C)c2n1,3.0,8,9,/,6,1643,-20,11,-14,/,/
C/C(CC(=O)C(F)(F)F)=N\NC(=O)/C(C#N)=C/N(C)C,0.5,-4,1,108,0,1501,-18,-7,-16,0.26,-6
C=CCn1c(SCC#N)nc2c(c1=O)C(C)(C)Cc1ccccc1-2,4.2,6,-4,98,-4,1498,/,4,16,-2.1,9
Cc1cccc(OC(=O)Cn2c(C(F)(F)F)nc3ccccc32)c1,1.1,-7,-1,99,14,1540,/,5,-3,-0.74,9
CC1CN(C(=O)c2ccc(COCC(F)(F)F)o2)CC(C)O1 (stereo unspecified),1.0,-5,-2,102,-6,1367,6,-3,1,/,0
Cc1[nH]c2ccccc2c1C(=O)COC(=O)c1ccc([N+](=O)[O-])s1,-0.4,3,6,105,3,1632,-23,19,-2,-0.42,-4
